# High-throughput results from PubChem.
# NPSR antag: blocks cAMP signaling of the human neuropeptide S receptor | Potency, µM (titrated, usually from 38.3 µM), inactives show at the highest dose activity change, negative = inhibition, hits mostly inhibitors | CHO-NPSR cells, cAMP TR-FRET, antagonist mode | Q6W5P4 | actives 1% (n = 220,000); also: potency is read from the fitted curve at half-maximal effect; % is scaled to controls: 0 for no effect and ±100 for the full control effect; nearly all actives have a fitted effect of over 50% in size; many of its hits are not listed in these tables
# Target sequence (Q6W5P4 whole entry, looked up): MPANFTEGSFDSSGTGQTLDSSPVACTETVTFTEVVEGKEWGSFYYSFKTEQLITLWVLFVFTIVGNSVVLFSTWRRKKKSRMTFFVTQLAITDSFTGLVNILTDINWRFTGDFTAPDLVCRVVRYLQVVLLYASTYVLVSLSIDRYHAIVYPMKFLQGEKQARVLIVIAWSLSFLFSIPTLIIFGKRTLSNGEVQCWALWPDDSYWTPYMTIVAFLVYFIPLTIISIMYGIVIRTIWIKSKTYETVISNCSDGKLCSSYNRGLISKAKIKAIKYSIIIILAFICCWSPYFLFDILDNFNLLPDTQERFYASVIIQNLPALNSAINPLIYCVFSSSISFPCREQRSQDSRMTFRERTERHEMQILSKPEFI
# Tau FP inhib: tau fibrillization inhibition (FP); Potency, µM (highest dose often 57.7 µM), inactives show at the top dose activity, negative = inhibition, most hits filed as inhibitors; actives 0.39% (n = 280,000); AID 1468; K18 P301L tau heparin fibrillization, Alexa594 FP, 6 h; P10636; also: potency is read from the fitted curve at half-maximal effect; % is scaled to controls: 0 for no effect and ±100 for the full control effect; nearly all actives have a fitted effect of over 55% in size
#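 Recombinant K18 P301L […], labeled with Alexa 594 at 0.24 uM over 15 uM unlabeled; heparin inducer 20 uM final; 37 C, 6 hr; FP endpoint.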
# aGal spleen mod: alpha-galactosidase A (human) modulation; human spleen homogenate, 4MU-alpha-Gal fluorescence, 40 min; Potency, µM (titrated, usually from 80 µM), without a hit: at the highest dose activity change, negative = inhibition, actives largely listed as inhibitors; actives 0.008% (n = 240,000);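 also: potency is read from the fitted curve at half-maximal effect; 0% = enzyme with vehicle and -100% = no enzyme basal signal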
#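 Human spleen homogenate (1 ug) was the enzyme source, with 4-methylumbelliferyl-alpha-D-galactopyranoside (1 mM final) in pH 5.0 citrate buffer with 0.01% Tween-20. Compounds were titrated; after 40 min at 37C, NaOH/glycine stop, 4-MU fluorescence read; AC50 from Hill fits.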
# CBFb-RUNX1 inh: CBF-beta/RUNX1 interaction disruption; Q01196+Q13951; AlphaScreen CBFb-His/RUNX1-biotin binding, biochemical; Potency, µM (top dose mostly 59.8 µM), for inactives: top-dose activity, negative = inhibition, usual class: inhibitors; 230,000 tested, under 10 active; also: % of control where 0% means no effect
# Target sequence (Q01196 whole entry, looked up): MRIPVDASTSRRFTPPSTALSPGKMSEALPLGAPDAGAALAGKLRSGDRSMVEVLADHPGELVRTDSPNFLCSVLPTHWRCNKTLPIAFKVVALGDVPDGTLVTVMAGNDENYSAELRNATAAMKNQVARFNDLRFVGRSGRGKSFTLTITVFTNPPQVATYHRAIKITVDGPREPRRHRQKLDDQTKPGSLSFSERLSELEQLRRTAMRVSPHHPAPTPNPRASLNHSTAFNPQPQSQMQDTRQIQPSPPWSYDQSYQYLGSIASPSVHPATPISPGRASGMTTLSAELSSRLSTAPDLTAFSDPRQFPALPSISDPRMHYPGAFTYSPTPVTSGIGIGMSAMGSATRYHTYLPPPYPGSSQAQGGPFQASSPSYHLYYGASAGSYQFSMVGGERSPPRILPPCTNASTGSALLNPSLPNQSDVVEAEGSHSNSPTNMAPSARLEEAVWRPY
# Target sequence (Q13951 whole entry, looked up): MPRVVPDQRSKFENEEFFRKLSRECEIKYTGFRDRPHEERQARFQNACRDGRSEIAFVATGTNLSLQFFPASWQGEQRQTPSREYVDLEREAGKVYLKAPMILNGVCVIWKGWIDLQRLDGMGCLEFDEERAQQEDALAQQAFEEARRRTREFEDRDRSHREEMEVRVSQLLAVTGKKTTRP
#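 Bead-based AlphaScreen assay; binding partners His-tagged CBF-beta and biotinylated RUNX1 at 30 nM each. Compound exposure 15 min after a 20-min protein preincubation; bead step 90 min; all steps at room temperature.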
# Epigenetic reg: epigenetic control regulation, reporter derepression. murine LDR cells, GFP reporter derepression, 30 h. Potency, µM (series often up to 53.9 µM), inactives show top-dose GFP activation, hits mostly activators. actives 0.2% (n = 280,000). AID 1865; also: potency is read from the fitted curve at half-maximal effect; % of control where 0% means no effect; nearly all actives have a fitted effect of over 60% in size
#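 Reporter derepression read as number of fluorescent GFP-positive objects, 20-120 um in size, counted by laser-scanning cytometer. Mouse LDR line with an epigenetically silenced CMV-GFP locus; compound incubation 30 h, 37 C.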
# TRb SRC2 PPI: inhibitors of human thyroid hormone receptor beta-SRC2 interaction. Potency, µM (doses to about 106 µM), for inactives: at the top dose activity change, negative = inhibition, hits mostly inhibitors. actives 0.065% (n = 280,000). TRbeta-SRC2 peptide binding, fluorescence polarization; receptor liganded with 1 µM T3. AID 1469. P10828;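 also: potency is read from the fitted curve at half-maximal effect; plate controls were bound peptide for no effect and peptide without receptor for full effect; nearly all actives have a fitted effect of over 50% in size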
#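 Each compound concentration gave % activity, normalized to unbound and bound Texas Red SRC2 controls, from polarization read after 5 hr ambient incubation with T3-loaded human TRb LBD.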
# TexasRed fluor: alters Texas Red total fluorescence, flagging assay interference. TRb/SRC2 Texas Red total fluorescence interference. Potency, µM (top dose mostly 106 µM), for inactives: at the top dose fluorescence change, negative = quenching. actives 0.29% (n = 280,000); active = well fitted curve in either direction with a large enough effect; inconclusive = small, poorly fitted or top-dose-only effect; also: potency is read from the fitted curve at half-maximal effect; % is scaled to controls: 0 for no effect and ±100 for the full control effect
#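 Human TRβ ligand-binding domain (0.6 uM) and Texas Red SRC2 peptide (20 nM) in Tris buffer with 1 uM T3 and 5% DMSO were incubated with pinned compound for 5 hr at ambient temperature. Total fluorescence was computed as S + 2P (555/632 nm).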
# Tau fluor cs: counter-screen for tau fibril formation inhibitors; tau K18 P301L (four-repeat tau fragment) Alexa594 fluorescence, heparin fibrillization; Potency, µM (doses to about 57.7 µM), for the others: at the highest dose activity change, negative = decrease; actives 0.93% (n = 280,000); AID 1463; also: potency is read from the fitted curve at half-maximal effect; % is scaled to controls: 0 for no effect and ±100 for the full control effect; nearly all actives have a fitted effect of over 55% in size
#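 Human K18 P301L tau (15 uM unlabeled plus 0.24 uM Alexa 594-labeled, final) in 100 mM sodium acetate pH 7 was mixed with compound and 20 uM heparin and incubated 6 hr at 37 C.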
# Starred values were filed as active, the others as inactive; u = inconclusive; x = not tested or not shown; [ ] = dose if it differs, or a comment. Unless noted, calls follow the shape of the dose curve; as a rule, active = well fitted curve in the direction sought with a large enough effect; inconclusive = small, poorly fitted or top-dose-only effect, or another doubt; inactive = no such curve, though single readings can be large; an effect the other way counts as inactive or inconclusive.
SMILES,NPSR antag,Tau FP inhib,aGal spleen mod,CBFb-RUNX1 inh,Epigenetic reg,TRb SRC2 PPI,TexasRed fluor,Tau fluor cs
CCOc1cc(CNc2ncnc3nc[nH]c23)ccc1OC,-3%[46.1 µM],2%,-2%,12%,-0.8%,-9%,3%,2%
O=C(NCc1cccnc1)c1cc2nc(-c3cccs3)cc(C(F)(F)Cl)n2n1,-12%,6%,-10%,8%,0.0%,2%,-8%,-10%
Cc1nc(C(=O)N2CCCC(C(=O)c3ccc(Cl)cc3)C2)cs1 (stereo not given),6%,-3%,0%,2%,-1.9%,1%,-1%,-12%
C/C(=C1/SC(N2CCOCC2)=NC1=O)c1ccc(Br)cc1,-6%[46.1 µM],4%,5%,2%,-1.2%,7%,3%,6%
O=C(O)c1cccc(CSc2ncccn2)c1,-12%[46.1 µM],5%,-6%,9%,-1.1%,2%,0%,-2%
COc1ccccc1Nc1nc(N)nc(-c2oc3ccccc3c2C)n1,u,-14%,0%,4%,0.2%,-11%,-2%,-28%
Cc1c(NC(=O)c2ccc(=O)oc2)c(=O)n(-c2ccccc2)n1C,-14%[46.1 µM],-5%,1%,-3%,1.3%,-10%,-2%,-11%
Cc1ccc(C(=O)N/N=C\c2ccc[nH]2)cn1,-9%[46.1 µM],3%,-6%,-2%,4.0%,-1%,-4%,-4%
CC(=O)Nc1cccc(NC(=O)Cn2cnc3c2c(=O)n(C)c(=O)n3C)c1,x,-4%,x,x,-0.5%,3%,-12%,2%
CCOc1ccc2nc(NC(=O)Cn3cnc4c3c(=O)n(C)c(=O)n4C)sc2c1,5%[46.1 µM],-3%,0%,2%,0.0%,-5%,-8%,-13%
O=C(Cn1ncc2c(=O)oc3ccccc3c21)NCCc1ccsc1,-14%[46.1 µM],-15%,4%,8%,0.0%,-8%,-2%,-4%
c1ccc(COc2cccc(CNn3cnnc3)c2)cc1,-4%[46.1 µM],-3%,2%,7%,0.0%,-2%,-4%,-1%
O=C(NC1CCCC1)C(c1ccsc1)N(Cc1ccco1)C(=O)Cc1cccs1 (stereo not given),-1%[46.1 µM],-13%,4%,-4%,u,1%,-6%,-10%
CC(=O)C1=C(O)C(=O)N(c2ccc(S(N)(=O)=O)cc2)C1c1ccccc1F (stereo not given),12%[7.67 µM],-7%,-2%,2%,0.3%,-12%,-2%,-6%
O=C(Cn1nnc(-c2cccc(C(F)(F)F)c2)n1)N1CCOCC1,8%[46.1 µM],1%,1%,4%,1.5%,1%,1%,1%
CC(C)=CCC/C(C)=C/CC(C)(C)CNCCN1CCNCC1,9%[46.1 µM],7%,-9%,1%,2.2%,-1%,-3%,-1%
Cc1occc1C(=O)N/N=C/c1cccs1,-3%[46.1 µM],0%,0%,0%,-0.9%,1%,-1%,-7%
Cc1cc(N)n(Cc2ccc(Cl)cc2)n1,0%,-2%,9%,4%,3.2%,-5%,-3%,-2%
O=S(=O)(NC1CC2CCC1C2)c1ccc2c(c1)OCCO2 (stereo not given),-6%[46.1 µM],-2%,9%,4%,0.0%,0%,-6%,3%
Cc1ccc(-c2c(C#N)c(N)nc3c2CCCC3)s1,-4%[46.1 µM],4%,-6%,18%,2.4%,7%,3%,-2%
COc1ccccc1NC(=O)CSC(N)=O,-7%[46.1 µM],u,2%,1%,-1.3%,1%,0%,-20%
COc1ccc(/C(O)=C2/C(=O)C(=O)N(Cc3cccnc3)C2c2ccncc2)cc1F (stereo not given),6%[46.1 µM],5%,-3%,4%,0.0%,-3%,0%,5%
CN1CCN(C(=O)/C(=C\c2cccc([N+](=O)[O-])c2)NC(=O)c2cccs2)CC1,0%,-3%,9%,-2%,-1.1%,4%,-2%,0%
CCOc1ccc2[nH]c(C)c(CN3CCN(CC)CC3)c(=O)c2c1,-3%[46.1 µM],5%,1%,13%,-0.9%,-29%,1%,-2%
C=CCCC(=O)Nc1nc(C)c(-c2csc(Nc3ccccc3OC)n2)s1,-28%[46.1 µM],u,11%,-17%,-0.4%,-2%,0%,13µM*[quencher]

# New compounds follow
SMILES,NPSR antag,Tau FP inhib,aGal spleen mod,CBFb-RUNX1 inh,Epigenetic reg,TRb SRC2 PPI,TexasRed fluor,Tau fluor cs
CCN1C(=O)CC(C(=O)O)SC1=Nc1ccc(OC)cc1 (stereo not given),-8%[46.1 µM],-2%,1%,2%,-0.4%,-2%,-4%,9%
Cn1cccc1Cc1nnc(SCC(N)=O)n1-c1ccc(F)cc1,11%,-6%,2%,-8%,0.0%,0%,1%,-6%
Cc1c(Br)c([N+](=O)[O-])nn1CC(=O)NCc1ccccn1,-5%[46.1 µM],1%,5%,0%,0.9%,-4%,-3%,2%
C=CCn1c(Cc2ccccc2)nnc1SCc1nc2ccccc2c(=O)[nH]1,-15%,-1%,3%,10%,6.7%,-6%,-4%,-3%
COc1ccc2c(c1-c1c3c(cc(Br)c1OC)CCCC3)CCCC2,x,11%,-1%,1%,0.0%,3%,-5%,-5%
CC(C)CC(=O)NC(c1cccs1)c1ccc2cccnc2c1O (stereo not given),-6%,-4%[2.34 µM],-4%,8%,-1.1%,-6%,-2%,8%[2.34 µM]
C=CCn1c(Cc2nc3ccc(Cl)cc3[nH]2)n[nH]c1=S,-10%[46.1 µM],6%,-3%,-8%,-1.8%,4%,-7%,-13%
CC1CCCCN1c1nc(-c2ccncc2)nc2ccccc12 (stereo not given),-28%[46.1 µM],-11%,-15%,-1%,-2.9%,3%,-7%,-14%
COC(=O)c1sc2cccc(F)c2c1S(=O)(=O)N1CCN(c2cccc(OC)c2)CC1,x,-5%,x,x,0.0%,-2%,-2%,u
O=C(O)c1ccc(-c2nc(-c3ccccc3)c(-c3ccccc3)[nH]2)cc1,-46%,7%,u,-16%,0.0%,4%,-2%,-8%
CN1c2ccccc2C(O)=C(C(=S)Nc2ccccc2)S1(=O)=O,-11%[46.1 µM],-8%,-2%,6%,0.0%,-16%,-4%,-16%
CN(C(=O)Nc1ccccc1)n1cnc2ccccc2c1=O,-1%,-5%,-4%,7%,-1.0%,4%,-1%,-17%
COc1ccccc1NS(=O)(=O)c1cccc(C(=O)N/N=C/c2ccccc2OCC(=O)O)c1,1%,3%,2%,2%,-2.9%,-4%,-3%,3%
COC(=O)c1sc(N2C(=O)C(=O)/C(=C(/O)c3ccc(C)cc3)C2c2ccco2)nc1C (stereo not given),-28%,-6%,-3%,-2%,0.0%,1%,-2%,-21%
O=C(CSc1nc2ccccc2c(=O)n1CCC(=O)N1CCCCC1)NCc1ccccc1,-14%[46.1 µM],-2%,-2%,-5%,1.2%,-15%,2%,-8%
COc1cc(NC(=O)C2=CC(c3ccco3)=NS(=O)(=O)N2C)cc(OC)c1OC,x,-3%,x,x,1.0%,-5%,-1%,-4%
COc1ccc(C(=O)Nc2nc(-c3cccs3)c(NC(C)=O)s2)cc1,-8%[46.1 µM],6%,-1%,0%,5.0%,-6%,-6%,-12%
COc1ccc(Cn2nc(C)n(N(C)c3ncc(C(F)(F)F)cc3Cl)c2=O)cc1,-7%[46.1 µM],8%,-12%,9%,-2.9%,-12%,0%,-13%
COCCOC(=O)C1=C(C)Nc2ncnn2C1c1ccc(F)cc1 (stereo not given),-9%[46.1 µM],10%,11%,2%,0.0%,7%,-8%,14%
O=C(NCc1nc(-c2ccc(C(F)(F)F)cc2)no1)Nc1ccc(F)cc1F,-15%,-2%,12%,9%,-2.3%,12%,-1%,1%
O=C(NC(=O)c1ccc(C(F)(F)F)cc1)Nc1ccc(-c2cnco2)cc1,9%,2%,9%,13%,-1.0%,-2%,-5%,-2%
Cc1cc(C)c2nc(-c3ccccn3)cc(C(=O)Nc3cc(C)on3)c2c1,u,-2%,2%,-4%,-2.0%,1%,3%,-23%
CC(C)OC(=O)Cn1c(=O)sc2ccccc21,-9%[46.1 µM],-7%,2%,7%,2.9%,7%,1%,-5%
COc1ccccc1N1CCN(S(=O)(=O)c2c(C)sc3ncn(CC(=O)Nc4ccc(C(C)C)cc4)c(=O)c23)CC1,x,0%,x,x,0.1%,3%,-1%,-28%
O=C(Nc1cccc2ccccc12)N1CC=C(c2ccccc2)CC1,-19%[46.1 µM],-8%,8%,-2%,0.7%,1%,-2%,-15%

# Quoted from the results shown (4 entries):
SMILES,NPSR antag,Tau FP inhib,aGal spleen mod,CBFb-RUNX1 inh,Epigenetic reg,TRb SRC2 PPI,TexasRed fluor,Tau fluor cs
CCN1C(=O)CC(C(=O)O)SC1=Nc1ccc(OC)cc1 (stereo not given),-8%[46.1 µM],-2%,1%,2%,-0.4%,-2%,-4%,9%
Cn1cccc1Cc1nnc(SCC(N)=O)n1-c1ccc(F)cc1,11%,-6%,2%,-8%,0.0%,0%,1%,-6%
Cc1c(Br)c([N+](=O)[O-])nn1CC(=O)NCc1ccccn1,-5%[46.1 µM],1%,5%,0%,0.9%,-4%,-3%,2%
C=CCn1c(Cc2ccccc2)nnc1SCc1nc2ccccc2c(=O)[nH]1,-15%,-1%,3%,10%,6.7%,-6%,-4%,-3%

# (further entries)
SMILES,NPSR antag,Tau FP inhib,aGal spleen mod,CBFb-RUNX1 inh,Epigenetic reg,TRb SRC2 PPI,TexasRed fluor,Tau fluor cs
O=C(N/N=C/c1cccc([N+](=O)[O-])c1)c1cccc2cc[nH]c12,1%,3%,-4%,15%,-0.5%,2%,-1%,1%
COc1cccc(Cn2c(=O)n(CC3CCC(C(=O)NC(C)C)CC3)c(=O)c3sccc32)c1 (stereo not given),x,2%,x,x,1.5%,3%,-3%,4%
c1ccc(-c2nc3c4ccccc4ccn3c2CN2CCOCC2)cc1,-24%,3%,5%,4%,1.1%,6%,-1%,1%
Cc1ccc(N2C(=O)C(NC(=O)c3ccccc3F)(C(F)(F)F)C3=C2CC(C)(C)CC3=O)cc1 (stereo not given),-7%,11%,-12%,1%,-1.9%,1%,2%,-11%
O=C(CSc1nnc(Nc2ccccc2F)s1)NCc1ccco1,-10%[46.1 µM],u,12%,-21%,0.0%,-2%,-15%,-10%
CNC(=S)NNC(=O)c1cccn(Cc2ccc(Cl)c(Cl)c2)c1=O,0%[46.1 µM],-4%,3%,-1%,0.0%,-1%,-3%,-4%
CCOc1cc(/C=C2\C(=O)N(Cc3ccco3)C(C)=C2C(=O)OC)ccc1O,-25%,u,-1%,-25%,7.9%,-10%,1%,u

# This is a subset; count on the stated rates, not on these rows.
